Screening data from PubChem.
D2 ag: agonists of human D2 dopamine receptor. hit rate 0.53% among 340,000. HEK293 T-REx D2 cells, calcium flux agonist mode. AID 485358. activation, % at 2 µM. P14416;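 active = activation over 3 SD above normal in the single-dose calcium agonist read, cut at about 30% in these data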; note: 0% is about no effect
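In this primary screen, compounds producing a positive calcium signal within 180 s of addition to tetracycline-induced, force-coupled HEK293 Trex D2 cells are flagged; cells are dye-loaded with a no-wash calcium kit beforehand.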
LDHA inh: inhibitors of human lactate dehydrogenase A | activity change, % (values are at about 110 or 230 µM) | P00338 | purified LDHA, NADH/diaphorase-resazurin fluorescence; stronger effect = lower value | hit rate 0.15% among 480,000; in the data active = activity change below about -30%; inconclusive = mostly about -25% to -30%;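 note: plate controls were DMSO wells for no effect and wells without enzyme for full effect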
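LDH5 2 nM; NADH 0.06 mM, pyruvate 0.2 mM; 200 mM Tris pH 7.4, EDTA, Tween-20; 5 min RT. Detection: diaphorase 0.133 mg/mL + resazurin 37 µM, fluorescence ex540/em590 at 0 and 20 min; normalized to enzyme-free and DMSO wells.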
D2 antag: D2 dopamine receptor (human) antagonism; P14416; HEK293 TREx D2 cells, calcium flux, dopamine EC80; inhibition, % at 10 µM; hit rate 2% among 340,000; in the data active = inhibition above about 30%; note: 0% is about no effect
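Measurement of antagonist activity uses fluorescent calcium dye in inducible HEK293 T-REx D2 cells: 10 s baseline, compound addition with 180 s read, EC80 dopamine addition with a further 180 s read.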
Vif-A3F inh: inhibitors of Vif-A3F interaction; Potency, µM (titrated, usually from 46.1 µM), without a hit: top-dose activity, negative = active; HeLa A3F-eYFP + Vif (tagged APOBEC3F with the HIV-1 protein that degrades it), YFP fluorescence increase; hit rate 0.2% among 390,000; note: potency is the fitted concentration of half-maximal effect; % of control where 0% means no effect; nearly all actives have a fitted effect of over 65% in size
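HeLa cells stably expressing A3F-eYFP plus Vif, plated and incubated overnight at 37 deg C, then exposed to compounds overnight at 37 deg C. Blocked degradation read as raised yellow fluorescence (Ex 488/Em 500-530).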
ALOX12 inh: blocks human arachidonate 12S-lipoxygenase. P18054. purified 12hLO, xylenol orange hydroperoxide absorbance. Potency, µM (series often up to 108 µM), for the others: top-dose activity change, negative = inhibition, actives largely listed as inhibitors. hit rate 1.1% among 580,000; note: potency is the fitted concentration of half-maximal effect; % is set by controls: 0 for no effect and ±100 for the full control effect
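Purified human 12hLO (150 nM final) in 25 mM Hepes, 0.01% Triton X-100, pH 7.0 was preincubated 15 min at room temperature with compound. Then 40 uM arachidonic acid was added, 30 min. Hydroperoxide was read by Fe-XO absorbance ratio 573/405 nm.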
RGS4 inhibitor: inhibitors of human regulator of G protein signaling 4; P49798; Transcreener GDP fluorescence polarization, RGS4-accelerated GTP hydrolysis; Potency, µM (titrated, usually from 114 µM), without a hit: top-dose activity change, negative = inhibition, hits mostly inhibitors; hit rate 0.039% among 390,000; note: potency is the fitted concentration of half-maximal effect; % is set by controls: 0 for no effect and ±100 for the full control effect; nearly all actives have a fitted effect of over 75% in size; some results filed as inactive show a strong effect at the top dose
Target sequence (P49798 whole entry, looked up): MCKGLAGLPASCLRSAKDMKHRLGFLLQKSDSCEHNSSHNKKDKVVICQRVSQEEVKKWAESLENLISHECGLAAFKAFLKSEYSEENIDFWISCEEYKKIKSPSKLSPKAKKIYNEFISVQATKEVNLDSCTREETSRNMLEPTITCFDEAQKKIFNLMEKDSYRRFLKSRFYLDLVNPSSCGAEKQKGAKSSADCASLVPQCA
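MLSMR compounds (23 nl, pin-transferred) preincubated 10 min at room temperature with a 500nM (2x) first reagent, then RGS4 at 900nM (2x) plus Transcreener GDP mix added; fluorescence polarization (620/688 nm) read before and after 90 min at 30 °C.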
Glioma ERSR ind: induces the endoplasmic reticulum stress response in human glioma cells | U87-MG GRP78 promoter luciferase reporter, 16 h | Potency, µM, for the others: at the top dose activation, usual class: activators | hit rate 0.02% among 420,000; note: potency is the fitted concentration of half-maximal effect; series mostly up to about 76 µM; % of control where 0% means no effect; nearly all actives have a fitted effect of over 35% in size
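Stably transfected U87-MG human glioma cells carrying a GRP78-based luminescent sensor were seeded at 1000 cells/well, pin-dosed with compounds and incubated 16 h. Luciferase reagent was then added, and end-point luminescence was read after 10 min at room temperature.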
ERG Ets-DNA blk: ERG Ets/DNA interaction inhibition; fluorescence polarization, His-ERG Ets domain / labelled DNA; Potency, µM (top dose mostly 76.9 µM), for the others: at the highest dose FP activity, negative = inhibition, hits mostly inhibitors; hit rate 0.028% among 370,000; active = well fitted inhibition curve with a large enough effect in the polarisation, with a control signal flat; inconclusive = small, poorly fitted or top-dose-only effect, or effect the other way, or a change in a side signal; inactive = no such curve, though single readings can be large or run the other way; the % refers to the polarisation;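 note: polarization taken with two DNA probes labelled with fluorescein and Texas red; potency is the fitted concentration of half-maximal effect; % of control where 0% means no effect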
Target sequence (P11308 whole entry, looked up, the tested form may be a part): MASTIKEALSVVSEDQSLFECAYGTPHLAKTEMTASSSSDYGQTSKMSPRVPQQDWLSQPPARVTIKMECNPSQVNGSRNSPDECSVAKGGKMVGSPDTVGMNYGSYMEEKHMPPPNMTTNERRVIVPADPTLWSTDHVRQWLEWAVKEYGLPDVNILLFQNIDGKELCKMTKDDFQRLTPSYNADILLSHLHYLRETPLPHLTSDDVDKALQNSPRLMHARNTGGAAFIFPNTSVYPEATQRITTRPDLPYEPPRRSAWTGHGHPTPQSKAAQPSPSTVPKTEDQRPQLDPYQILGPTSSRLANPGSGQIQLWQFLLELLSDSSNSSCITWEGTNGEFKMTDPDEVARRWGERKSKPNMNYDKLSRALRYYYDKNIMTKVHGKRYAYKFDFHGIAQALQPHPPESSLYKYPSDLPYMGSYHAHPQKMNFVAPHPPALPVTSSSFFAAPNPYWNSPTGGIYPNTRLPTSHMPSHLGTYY
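His-tagged ERG Ets domain (1 uM in the protein solution; 300mM KCl, 50mM Tris-HCl, 1mM EDTA, 1mM DTT, pH 7.5) received compound, then a probe mix of 5 nM fluorescein-DNA and 100nM Texas-615-DNA. Fluorescence polarization was read for both dyes.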
Vif-APOBEC3G blk: blocks the Vif interaction with human APOBEC3G. HeLa A3G-eYFP + Vif (tagged APOBEC3G with the HIV-1 protein that degrades it), YFP fluorescence, overnight. Potency, µM (titrated, usually from 46.1 µM), for the others: at the top dose activity, negative = active, most hits filed as inhibitors. hit rate 0.076% among 410,000. AID 602310;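 note: potency is the fitted concentration of half-maximal effect; % is set by controls: 0 for no effect and ±100 for the full control effect; nearly all actives have a fitted effect of over 60% in size; hits raise eYFP signal because A3G escapes Vif-driven loss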
Target sequence (Q9HC16 whole entry, looked up): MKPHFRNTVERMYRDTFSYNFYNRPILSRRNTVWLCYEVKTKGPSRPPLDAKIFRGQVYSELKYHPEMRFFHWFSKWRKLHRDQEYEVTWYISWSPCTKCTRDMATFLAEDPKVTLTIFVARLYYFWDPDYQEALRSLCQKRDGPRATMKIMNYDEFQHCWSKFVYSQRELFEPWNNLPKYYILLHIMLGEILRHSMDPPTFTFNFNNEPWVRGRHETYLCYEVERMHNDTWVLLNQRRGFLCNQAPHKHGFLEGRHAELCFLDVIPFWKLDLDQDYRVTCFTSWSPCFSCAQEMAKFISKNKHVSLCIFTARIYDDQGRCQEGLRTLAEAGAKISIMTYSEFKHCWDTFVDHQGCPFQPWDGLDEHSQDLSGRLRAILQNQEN
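HeLa cells stably expressing Vif and C-terminally eYFP-tagged A3G, seeded overnight at 37 deg C, then exposed to compound by pintool overnight at 37 deg C. Rise in yellow fluorescence (Ex 488/Em 500-530, Acumen) marks blocked Vif-driven A3G degradation.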
An asterisk follows results filed as active; ? = inconclusive; / = not tested or not shown; & = joins results of further samples; [ ] = dose if it differs, or a comment. Unless noted, calls come from the whole dose curve; as a rule, active = well fitted curve in the direction sought with a large enough effect; inconclusive = small, poorly fitted or top-dose-only effect, or another doubt; inactive = no such curve, though single readings can be large; an effect the other way counts as inactive or inconclusive.

Every second line gives: D2 ag | LDHA inh | D2 antag | Vif-A3F inh | ALOX12 inh | RGS4 inhibitor | Glioma ERSR ind | ERG Ets-DNA blk | Vif-APOBEC3G blk
(1) Cc1cc(C(F)(F)F)nn1CC(=O)Nc1ccc2c(c1)OCO2
    0.2 | -1 | 3 | -1% | 349%[activator] | -5% | 0% | 4% | 3%
(2) COC(=O)C(NC(C)=O)(Nc1ccc(C)cn1)C(F)(F)F (configuration not stated)
    0.8 | -15 | 5 | 16% | ? | 3% | -4% | 6% | 1%
(3) Cc1oc2ncn(C)c(=O)c2c1C(=O)NCc1ccc(Cl)cc1
    0.9 | -5 | / | 0% | -5% | -39% | -2% | -3% | -3%
(4) COCCNC(=O)C1(C)CCCN(Cc2cccc(F)c2)C1 (configuration not stated)
    / | -5 | / | / | ? | / | -7% | / | 2%
(5) Cc1cc(C)n2cc(CSCC(=O)O)nc2n1
    -0.3 | -7 | 2 | 6% | -28% | 11% | -3% | -3% | -5%
(6) COC(=O)c1nn(-c2ccccc2)nc1-c1nn(-c2ccccc2)nc1C(=O)OC
    -0.5 | 0 | 1 | -5% | -13% | -19%[11.4 µM] | 0% | -1% | 0%
(7) Cc1ccc(CNC(=S)Nc2ccc(C)c([N+](=O)[O-])c2)cc1
    2.9 | -10 | 3 | 7% | -4% | 5% | -7% | -18% | 0%
(8) Cc1sc(NC(=O)C2CC=CCC2C(=O)O)c(C(=O)OC(C)C)c1C (configuration not stated)
    -0.3 | 0 | -19 | 0% | -4% | 12% | -3% | 1% | 0%
(9) COc1cc(/C=C2/SC(=S)N(Cc3ccccc3)C2=O)cc(Cl)c1O
    72* | -3 | -12 | / | ? | -31% | -7% | 8% | ?
(10) Cc1ccc(S(=O)(=O)C(C)C(=O)NCCS(=O)(=O)c2ccc(Cl)cc2)cc1 (configuration not stated)
    -3.6 | -10 | 3 | -7% | -11% | 7% | -3% | 11% | -1%
(11) O=C(O)CCC(=O)NNC(=O)c1cccc(Br)c1
    0.9 | -5 | -11 | -18% | 10% | 1% | -2% | / | -3%
(12) Cc1noc(C(F)(F)F)c1C(=O)NNC(=O)c1ccccc1
    -1.2 | 4 | 3 | -6% | 226%[activator] | -6% | -5% | 2% | 6%
(13) COc1cccc(C2C(C(=O)OCc3ccccc3)=C(C)Nc3ncnn32)c1OC (configuration not stated)
    0.3 | -1 | -6 | 0% | 347%[activator] | 4% | -2% | -3% | -17%
(14) O=C(c1ccc2c(c1)CCCC2)N1CCN(c2nc3c(F)cccc3s2)CC1
    / | -5 | / | 0% | -30% | 10% | 0% | -16% | 3%
(15) CCCCNC(=O)NC1CCCC1
    0.0 | -4 | -9 | -3% | -3% | 14% | -1% | 8% | 2%
(16) COc1ccc(-c2nc3ccccc3c(=O)[nH]2)cc1
    / | -4 | / | 11% | 0% | -10% | 1% | ? | -10%
(17) CCOc1ccccc1CNC(=O)Cn1nc(C)c2c(C)n(-c3ccc(C)cc3)nc2c1=O
    -0.1 | ? | -21 | -6% | / | -47% | 0% | -13% | 3%
(18) CCCCCOP(=O)(c1ccccc1)c1ccccc1
    -1.0 | -1 | 5 | -8% | 1% | 12% | 1% | 2% | -5%
(19) O=C(Nc1cccc(C(F)(F)F)c1)N1CCC(CN2CCCCCC2)CC1
    0.8 | 0 | / | -17% | ? | -11% | -2% | 2% | -3%
(20) Cc1noc(C)c1S(=O)(=O)N1CCCC(C(=O)N2CCc3ccccc3C2)C1 (configuration not stated)
    0.6 | 1 | -23 | -1% | 170%[activator] | 1% | -6% | 9% | 1%
(21) CC1=C(C(=O)OCc2ccccc2)C(c2cccc(Br)c2)NC(=O)N1 (configuration not stated)
    0.9 | -11 | -4 | -18% | -6% | 16% | 0% | -6% | 4%
(22) CC1(c2ccccc2)CC(C)(C)N2C(=O)C(=O)c3cccc1c32 (configuration not stated)
    -0.6 | 0 | -8 | -7% | ? | -41% | -6% | 3% | -5%
(23) CCc1ccc2nc(N3CCN(C(=O)C(C)(C)C)CC3)sc2c1
    0.4 | -2 | -5 | 4% | -14% | -8% | -1% | 2% | 4%
(24) c1ccc(OCCn2c(COc3ccccc3)nc3ccccc32)cc1
    0.6 | -5 | / | -7% | 1% | -1% | 0% | 0% | 0%
(25) Cc1sc(NC(=S)NC(=O)c2cccs2)nc1-c1ccc(C(C)C)cc1
    1.5 | 2 | 4 | -4% | 27% | -10% | -3% | -14% | 3%
(26) Cc1ccc(S(=O)(=O)N(CC(O)CN2CCOCC2)c2cc(Cl)ccc2Cl)cc1 (configuration not stated)
    -0.6 | -2 | 13 | 7% | -26% | -1%[11.4 µM] | -7% | -4% | 1%
(27) Cc1csc(NC(=O)C(F)(F)F)n1
    -0.2 | 1 | 10 | -2% | -15% | 5% | -6% | 4% | -6%
(28) COCCNC(=O)C1CCCN(Cc2ccc(C)cc2)CC1 (configuration not stated)
    / | -1 | / | / | -26% | / | -1% | / | 3%
(29) O=C(CCCc1nc2ccccc2s1)NCc1ccc(F)cc1
    -0.6 | -8 | 7 | 0% | -13% | 3% | -2% | -14% | -1%
(30) C[C@@H]1CN([C@H](C)CO)C(=O)CCCn2cc(nn2)CO[C@H]1CN(C)S(=O)(=O)c1ccc(-n2cccn2)cc1
    / | -22 | / | 1% | ? | / | -4% | / | -1%

2 compounds picked at random from those above:
Every second line gives: D2 ag | LDHA inh | D2 antag | Vif-A3F inh | ALOX12 inh | RGS4 inhibitor | Glioma ERSR ind | ERG Ets-DNA blk | Vif-APOBEC3G blk
(14) O=C(c1ccc2c(c1)CCCC2)N1CCN(c2nc3c(F)cccc3s2)CC1
    / | -5 | / | 0% | -30% | 10% | 0% | -16% | 3%
(19) O=C(Nc1cccc(C(F)(F)F)c1)N1CCC(CN2CCCCCC2)CC1
    0.8 | 0 | / | -17% | ? | -11% | -2% | 2% | -3%

Single values from the list.
For Vif-A3F inh, cpd 21 shows -18%
For Glioma ERSR ind, cpd 13 shows -2%
For Vif-A3F inh, cpd 30 shows 1%

(further entries)
Every second line gives: D2 ag | LDHA inh | D2 antag | Vif-A3F inh | ALOX12 inh | RGS4 inhibitor | Glioma ERSR ind | ERG Ets-DNA blk | Vif-APOBEC3G blk
(31) Cc1ccc2c(COC(=O)c3ccc(C)c(C)c3)cc(=O)oc2c1
    -4.6 | -17&-25 | 9 | 10% | 11%&-5% | 5% | 3% | 3% | -16%
(32) O=C(Nc1ccc(C2=NCCN2)cc1)c1ccc(C(=O)Nc2ccc(C3=NCCN3)cc2)c(Cl)c1
    0.5 | -33* | -22 | 0% | 0% | -32% | -3% | 24% | -5%
(33) N#CC(C#N)=Cc1cn(-c2ncc(C(F)(F)F)cc2Cl)c2ccccc12
    1.1 | 1 | -21 | 1% | 0% | -42% | -5% | 7% | 8%
(34) O=C(NCCc1ccccc1Cl)c1sc2ncccc2c1-n1cccc1
    1.2 | 5 | / | -6% | -6% | -24% | 0% | 5% | -12%
(35) CCOC(=O)C1=C(C)NC2=C(C1c1ccc([N+](=O)[O-])cc1)S(=O)(=O)c1ccccc12 (configuration not stated)
    0.0 | 4 | -5 | -2% | -9% | -47% | -4% | 8% | -6%
(36) CN(CC(O)COc1ccc(S(=O)(=O)N2CCOCC2)cc1)C1CCCCC1 (configuration not stated)
    0.2 | -3 | 15 | / | 1% | -26% | 9% | 0% | 2%
(37) Cc1ccc(S(=O)(=O)NC2CC(C)(C)NC(C)(C)C2)cc1
    0.0 | -6 | 4 | -8% | 20% | 2% | -3% | 4% | -2%
(38) O=S1(=O)CCO[C@H]2Cc3ccccc3[C@H]2N1Cc1ccccc1
    -1.6 | -5 | -19 | 12% | 12% | 11% | -2%&-1% | 9% | -1%&-1%
(39) O=C(O)c1cc(N2CCCC2)ccn1
    / | 13 | / | -7% | -4% | -10% | -5% | / | 1%
(40) N#Cc1ccc(-c2csc(NC3=NCCCCC3)n2)cc1
    -1.3 | -5 | -2 | -16% | -1% | 5%[11.4 µM] | 8% | -3% | -9%
(41) CC(C)C(O)C1CCN(Cc2nc(Cc3ccccc3Cl)no2)CC1 (configuration not stated)
    -0.2 | -3 | 14 | 0% | 1% | 16% | 0% | 12% | -1%
(42) CCC1CCCCN1C(=O)COc1ccc(S(=O)(=O)N2CCOCC2)cc1Cl (configuration not stated)
    0.0 | -3 | 16 | -6% | -22% | 7% | -3% | 0% | 5%
(43) O=C(CN1CCOCC1)Nc1c(C(=O)C2CC2)oc2ccccc12
    0.6 | -3 | 1 | 2% | 1% | 19% | -3% | -3% | 1%
(44) COc1ccc(-n2nc3ccc(NC(=O)c4cc5ccccc5o4)cc3n2)cc1Cl
    -3.9 | 3 | / | -2% | -6% | 3% | -2% | 1% | 1%

Structures above that contain a furan ring, fused or not, in the order listed:
Every second line gives: D2 ag | LDHA inh | D2 antag | Vif-A3F inh | ALOX12 inh | RGS4 inhibitor | Glioma ERSR ind | ERG Ets-DNA blk | Vif-APOBEC3G blk
(3) Cc1oc2ncn(C)c(=O)c2c1C(=O)NCc1ccc(Cl)cc1
    0.9 | -5 | / | 0% | -5% | -39% | -2% | -3% | -3%
(43) O=C(CN1CCOCC1)Nc1c(C(=O)C2CC2)oc2ccccc12
    0.6 | -3 | 1 | 2% | 1% | 19% | -3% | -3% | 1%
(44) COc1ccc(-n2nc3ccc(NC(=O)c4cc5ccccc5o4)cc3n2)cc1Cl
    -3.9 | 3 | / | -2% | -6% | 3% | -2% | 1% | 1%

A portion of the library (hit frequency here may not be typical).
